Screening results (PubChem BioAssay)
UPR XBP1 act: activators of adaptive arm of unfolded protein response (XBP1); CHO-XBP1 luciferase reporter, IRE1-XBP1 UPR activation, luminescence; percent of tunicamycin response, DMSO as zero; activation, % at 20 µM; 330,000 compounds, 0.33% hits;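 active = versus positive control, 20 µM dose yields 30% or more activation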;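 note: 100% = tunicamycin at 10 µg/mL and 0% = DMSO only wells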
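Material – CHO cell line with stable XBP1 luciferase reporter · Buffer or medium – F12 plus 10% FBS · Compound – single point, 20 µM final compound, 1% DMSO · Schedule – 16-18 h cell attachment at 37 °C, then 6 h compound exposure · Signal – Steady-Glo luminescence read · Benchmarks – high control tunicamycin 10 µg/mL final, low control DMSO vehicle only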
NLRP3 yeast inh: blocks the NALP3 inflammasome reconstituted in yeast; inhibition, % at 10 µM; AID 2825; 330,000 compounds, 0.39% hits; Yeast reconstituted NLRP3/ASC/caspase-1, beta-gal luminescence, 24 h;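 active = inhibition of 50% or more; inactive = inhibition below 50%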;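 note: plate controls were induced DMSO wells for no effect and uninduced yeast grown without galactose for full effect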
UPR CHOP act: apoptotic UPR (CHOP) activation; 330,000 compounds, 0.34% hits; activation, % at 10 µM; CHO-CHOP luciferase reporter, luminescence; percent of tunicamycin response over DMSO baseline; AID 449763;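 active = at 10 µM dose, activation of 40% or more, normalized to positive control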;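 note: 100% = tunicamycin at 10 µg/mL and 0% = DMSO alone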
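assay system = CHO CHOP reporter cells | amount = 500 CHO-CHOP cells per well | buffer or medium = F12 with 10% FBS | incubation = 16-18 h cell attachment, then 6 h compound exposure, 37 °C | detection = luminescence read with Steady-Glo | read-out = percent activation relative to tunicamycin control | controls = tunicamycin high control, DMSO low control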
APJ ag: activates the human apelin receptor APJ; 330,000 compounds, 0.11% hits; activation, % at 20 µM; P35414; AID 2520; CHO-K1 APJ PathHunter beta-arrestin, luminescence; 0% DMSO wells, 100% apelin;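 active = activation more than six SD over the plate average, tested at 20 µM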;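 note: 0% = DMSO alone and 100% = apelin-13 at 10 nM; some results filed as inactive read as strong as hits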
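Material: CHO-K1 APJ beta-arrestin complementation cell line; Input: cell density 1000 per well; Incubation: compound stimulation 90 min at 25 °C, detection 60 min; Signal: luminescence from split beta-galactosidase complementation, Galacton Star/Emerald II substrate; Controls: DMSO-only wells as negative, 10 nM Apelin-13 as positive control.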
NR3A LBD binder: modulates the human NR3A ligand-binding domain | NR3A LBD differential scanning fluorimetry, Tm shift; 0% = protein alone, 100% = glycine-bound protein | Tm shift relative to glycine control, % at 25 µM | 340,000 compounds, 2.5% hits | AID 1259313;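 active = melting temperature shift of at least 10% of the positive control shift, at one fixed dose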
tim10-1 inh: tim10-1 yeast growth inhibition. 330,000 compounds, 2.2% hits. inhibition, % at 20 µM. S. cerevisiae tim10-1 ts strain growth, BacTiter-Glo, 24 h;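 active = inhibition of at least 40%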;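 note: mutant grown at 25 °C; 0% = DMSO wells with yeast and 100% = wells holding no yeast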
Mdm2-MdmX inh: human Mdm2/MdmX binding inhibition; inhibition, % at 8 µM; O15151+Q00987; AID 485346; 330,000 compounds, 3% hits; SaOS-2 split-luciferase Mdm2/MdmX complementation, luminescence;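 active = inhibition of at least 50% at 8 µM in the primary screen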
Target sequence (O15151 whole entry, looked up): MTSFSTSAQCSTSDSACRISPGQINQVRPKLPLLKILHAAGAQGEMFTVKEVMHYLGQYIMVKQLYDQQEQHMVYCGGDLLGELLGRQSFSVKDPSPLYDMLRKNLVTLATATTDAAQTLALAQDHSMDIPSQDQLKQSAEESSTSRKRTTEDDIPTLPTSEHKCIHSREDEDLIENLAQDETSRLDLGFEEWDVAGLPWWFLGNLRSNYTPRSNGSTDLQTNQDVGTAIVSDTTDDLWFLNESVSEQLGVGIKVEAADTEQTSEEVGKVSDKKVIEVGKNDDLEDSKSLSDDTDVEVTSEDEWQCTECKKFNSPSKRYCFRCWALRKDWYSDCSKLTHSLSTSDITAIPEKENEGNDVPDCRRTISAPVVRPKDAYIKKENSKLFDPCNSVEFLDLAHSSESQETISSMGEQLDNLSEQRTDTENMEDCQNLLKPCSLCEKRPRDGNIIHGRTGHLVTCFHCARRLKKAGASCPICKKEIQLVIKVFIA
Target sequence (Q00987 whole entry, looked up): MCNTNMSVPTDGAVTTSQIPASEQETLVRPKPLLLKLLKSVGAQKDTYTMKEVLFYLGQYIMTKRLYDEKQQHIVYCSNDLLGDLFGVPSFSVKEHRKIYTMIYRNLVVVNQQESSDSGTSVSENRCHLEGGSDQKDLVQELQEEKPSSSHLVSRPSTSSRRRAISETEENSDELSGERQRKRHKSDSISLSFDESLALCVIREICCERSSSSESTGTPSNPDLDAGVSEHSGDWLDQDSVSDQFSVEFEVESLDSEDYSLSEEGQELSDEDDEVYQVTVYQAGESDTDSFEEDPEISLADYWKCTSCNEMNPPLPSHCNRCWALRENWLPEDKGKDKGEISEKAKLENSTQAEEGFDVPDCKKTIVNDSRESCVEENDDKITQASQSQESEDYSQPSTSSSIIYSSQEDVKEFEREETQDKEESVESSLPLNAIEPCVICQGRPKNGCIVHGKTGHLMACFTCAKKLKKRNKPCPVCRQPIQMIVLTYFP
TIM10 inh: TIM10 yeast growth inhibition; 330,000 compounds, 1.4% hits; AID 463195; inhibition, % at 10 µM; S. cerevisiae TIM10 strain growth, BacTiter-Glo luminescence, 24 h;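 active = inhibition of 40% or more at the single tested concentration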;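 note: wild-type TIM10 isogenic control strain grown at permissive 25 °C; 0% = DMSO yeast wells and 100% = minimal medium wells without yeast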
tim23-1 inh: tim23-1 yeast growth inhibition; 330,000 compounds, 1.3% hits; inhibition, % at 20 µM; AID 463212; S. cerevisiae tim23-1 growth, BacTiter-Glo luminescence, 24 h;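 active = growth inhibition of the mutant yeast at or above 50%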;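 note: temperature-sensitive mutant grown at 25 °C; plate controls were DMSO-treated mutant yeast for no effect and medium wells lacking yeast for full effect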
Starred values were filed as active, the others as inactive; . = not tested or not shown.

SMILES	UPR XBP1 act	NLRP3 yeast inh	UPR CHOP act	APJ ag	NR3A LBD binder	tim10-1 inh	Mdm2-MdmX inh	TIM10 inh	tim23-1 inh
CCCCNC(=O)N(O)C1N(/N=C/c2ccco2)C(=S)SC1(C)C (centres undefined)	-1	15	0.0	-2	0	-8	7	-7	2
CCOC(=O)C1(CC2CCCCO2)CCN(Cc2c(C)cc(C)cc2-n2cccn2)CC1 (centres undefined)	-2	0	-0.7	-7	-2	15	-2	1	10
CN(C)S(=O)(=O)c1ccc(N2CCCC2)c(C(=O)N2CCN(S(=O)(=O)c3cccc(F)c3)CC2)c1	-2	0	-0.6	-3	0	3	0	5	5
COc1ccc(NC(=O)OCCN2CCN(Cc3ccccc3)CCC2=O)cc1	1	7	0.9	-3	-5	-9	4	1	3
CC(C)c1nn2c(N)c(/C=C3\C=Nc4ccccc43)c(=O)nc2s1	2	18	0.8	-7	1	3	15	3	11
Cc1c(C(=O)Nc2c3c(nn2C(C)(C)C)CS(=O)(=O)C3)cccc1[N+](=O)[O-]	0	4	0.7	1	-2	12	22	9	11
O=C(Nc1cc(C(F)(F)F)ccc1Cl)C(Sc1cccc[n+]1[O-])c1ccccc1 (centres undefined)	-1	-2	-0.5	-2	0	33	28	19	31
Cc1ccc(S(=O)(=O)NC(=O)c2cc(C)n(CCCN3CCOCC3)c2C)cc1	-6	13	-0.7	-1	-1	4	-4	-10	14
O=C(Cn1nnc2ccccc2c1=O)Nc1cc(C(F)(F)F)ccc1N1CCOCC1	1	12	-2.8	-3	-10	29	10	7	4
CCCCn1c(N)c(N(CCC(C)C)C(=O)COC(=O)c2cccnc2SC)c(=O)[nH]c1=O	0	13	0.7	-1	-2	-10	7	-8	-4
O=C(CN1CCOCC1)Nc1ccc(Oc2ccc(NC(=O)CN3CCOCC3)cc2)cc1	0	11	-1.1	-5	0	11	27	-2	-1
Cc1ccc(OCCNC(=O)c2ccc3ccccc3n2)cc1	-2	40	3.1	-3	0	25	-15	21	21

Of the compounds above, these contain two or more sulfur atoms.
SMILES	UPR XBP1 act	NLRP3 yeast inh	UPR CHOP act	APJ ag	NR3A LBD binder	tim10-1 inh	Mdm2-MdmX inh	TIM10 inh	tim23-1 inh
CCCCNC(=O)N(O)C1N(/N=C/c2ccco2)C(=S)SC1(C)C (centres undefined)	-1	15	0.0	-2	0	-8	7	-7	2
CN(C)S(=O)(=O)c1ccc(N2CCCC2)c(C(=O)N2CCN(S(=O)(=O)c3cccc(F)c3)CC2)c1	-2	0	-0.6	-3	0	3	0	5	5

Part of the list above, reduced to Mdm2-MdmX inh, NR3A LBD binder and UPR XBP1 act.
mol | Mdm2-MdmX inh | NR3A LBD binder | UPR XBP1 act
CCCCn1c(N)c(N(CCC(C)C)C(=O)COC(=O)c2cccnc2SC)c(=O)[nH]c1=O | 7 | -2 | 0
COc1ccc(NC(=O)OCCN2CCN(Cc3ccccc3)CCC2=O)cc1 | 4 | -5 | 1
CCCCNC(=O)N(O)C1N(/N=C/c2ccco2)C(=S)SC1(C)C (centres undefined) | 7 | 0 | -1
O=C(Nc1cc(C(F)(F)F)ccc1Cl)C(Sc1cccc[n+]1[O-])c1ccccc1 (centres undefined) | 28 | 0 | -1
Cc1ccc(OCCNC(=O)c2ccc3ccccc3n2)cc1 | -15 | 0 | -2
Cc1ccc(S(=O)(=O)NC(=O)c2cc(C)n(CCCN3CCOCC3)c2C)cc1 | -4 | -1 | -6

Remaining list, next part:
SMILES	UPR XBP1 act	NLRP3 yeast inh	UPR CHOP act	APJ ag	NR3A LBD binder	tim10-1 inh	Mdm2-MdmX inh	TIM10 inh	tim23-1 inh
O=C(NC(=S)NC1CCCCC1)c1ccc(F)cc1	-4	18	2.4	-5	4	42*	-28	34	69*
CCN(CC)S(=O)(=O)c1ccc(/C=C/C(=O)OCC(=O)c2c(N)n(C)c(=O)n(C)c2=O)cc1	-5	22	1.5	0	-2	3	20	6	8
CCCCS(=O)(=O)C(=C1Nc2ccccc2N1)S(=O)(=O)CCCC	-6	1	-2.1	0	1	-6	11	-6	1
Cc1ccc2c(c1)c1c3n2CC(=C2C(=O)OC(C)(C)OC2=O)NC3CCC1 (centres undefined)	-1	29	0.4	1	0	-2	-19	7	12
O=C(c1cccs1)N1CCN(S(=O)(=O)Cc2ccccc2)CC1	-1	-3	-0.1	-2	-2	13	5	13	11
COC(=O)c1ccccc1N=Nc1c(C)n[nH]c1C	1	2	-1.3	-2	-1	16	25	3	16
CCOc1ccc(S(=O)(=O)N2CCN(C(=O)CN3C(=O)NC(C)(C)C3=O)CC2)cc1	-1	4	0.3	-3	1	0	25	-6	-17
O=C(NCCCN1CCCC1=O)c1ccc2c(c1)NC(=O)c1ccccc1S2	-1	-7	0.7	-1	-2	9	-21	2	13
O=C(c1ccccn1)c1ccc2ccccc2n1	1	5	0.7	-1	2	-7	13	7	6
CC(=O)Oc1c(C)c(C)c2c(c1C)CC[C@@](C)(CCC[C@H](C)CCC[C@H](C)CCCC(C)C)O2	-5	23	-1.5	-2	-2	2	-16	-3	-3
Cc1ccn2c(CNCC3COCCO3)c(C(=O)N3CCCCCC3)nc2c1 (centres undefined)	-3	0	-1.1	-4	2	10	-4	4	-1
CC(C)(C)c1nc2ccccc2c2nnc(SCC(=O)Nc3nccs3)n12	17	20	5.9	0	.	-16	68*	-17	-4
COC(=O)CCCn1nc(NC(=O)COc2ccc(F)cc2)cc1C	1	20	0.7	3	0	2	-11	-14	7
Cc1cc2cc(CNS(=O)(=O)c3ccc4ccccc4c3)ccc2n1C	-2	4	-1.8	5	-6	13	8	11	5
COc1ccc(C(=O)N/C(=C\c2ccccc2)C(=O)N2CCOCC2)cc1	-3	22	-2.5	-5	0	-3	7	5	0
COc1cc(OC)nc(N/N=C(\c2ccccc2)c2ccncc2)n1	1	18	4.0	-1	-1	10	2	17	24
CN(Cc1ccccc1)C(=O)COC(=O)c1ccc(Br)o1	-1	7	1.5	-4	0	0	9	5	8
COCCNCC(=O)N1CCCCCC1	0	8	1.1	2	1	-5	0	6	7
Nc1nonc1-n1nnc(C(=O)N/N=C/c2ccc(Cl)cc2Cl)c1CN1CCOCC1	0	-3	0.1	-4	-13	-9	11	-1	-18
COc1ccc(NC(=O)Nc2ccc(OC)cc2)cc1	4	16	2.1	-4	13*	4	-11	-16	9
COc1ccc(C)cc1NS(=O)(=O)c1ccc2c(c1)CCN2C(C)=O	4	18	-3.3	-1	0	28	25	0	19
CC/C=C(/NC(C)=O)c1ccccc1	-2	17	0.6	-3	2	-7	5	7	8
Cc1c(Br)c([N+](=O)[O-])nn1CC(=O)Nc1cccc2nonc12	-1	13	1.6	-1	-3	8	3	-1	9
O=C(CNC(=O)c1ccc(OC(F)F)cc1)Nc1cccc(S(=O)(=O)N2CCCC2)c1	-1	6	0.8	13	-2	22	17	12	3

One compound at a time, from the list above. Order of values: UPR XBP1 act | NLRP3 yeast inh | UPR CHOP act | APJ ag | NR3A LBD binder | tim10-1 inh | Mdm2-MdmX inh | TIM10 inh | tim23-1 inh
O=C(Cn1nnc2ccccc2c1=O)Nc1cc(C(F)(F)F)ccc1N1CCOCC1 reads 1 | 12 | -2.8 | -3 | -10 | 29 | 10 | 7 | 4
CC(=O)Oc1c(C)c(C)c2c(c1C)CC[C@@](C)(CCC[C@H](C)CCC[C@H](C)CCCC(C)C)O2 reads -5 | 23 | -1.5 | -2 | -2 | 2 | -16 | -3 | -3
Cc1cc2cc(CNS(=O)(=O)c3ccc4ccccc4c3)ccc2n1C reads -2 | 4 | -1.8 | 5 | -6 | 13 | 8 | 11 | 5
COc1ccc(NC(=O)Nc2ccc(OC)cc2)cc1 reads 4 | 16 | 2.1 | -4 | 13* | 4 | -11 | -16 | 9
Cc1ccc(OCCNC(=O)c2ccc3ccccc3n2)cc1 reads -2 | 40 | 3.1 | -3 | 0 | 25 | -15 | 21 | 21

Next results follow.
SMILES	UPR XBP1 act	NLRP3 yeast inh	UPR CHOP act	APJ ag	NR3A LBD binder	tim10-1 inh	Mdm2-MdmX inh	TIM10 inh	tim23-1 inh
COCCNc1nc(N)c([N+](=O)[O-])c(Nc2ccc(F)cc2)n1	4	17	-0.2	-1	0	-8	11	-6	-6
CCC(C)C(NC(=O)OC(C)(C)C)C(=O)NC(CC(C)C)C(N)=O (centres undefined)	-5	-4	-5.4	-3	0	2	24	2	15
Cc1ccc2nc(NCC(=O)NN)nc(-c3ccccc3)c2c1	1	10	-0.9	-4	-2	22	12	16	27
N#CC1=C(N)OC2=C(C(=O)CCC2)C1C1CC=CCC1 (centres undefined)	-2	4	-2.5	-3	0	9	-10	5	9
COc1ccc(CN(C)C(=O)c2ccccc2OCc2c(C)noc2C)c(OC)c1	0	14	-1.8	-3	0	10	7	-1	14
O=[N+]([O-])c1ccccc1Sc1nccn1Cc1ccccc1	0	15	1.7	1	-2	22	1	19	30
Cc1cc(NC(=O)C23CC4CC(C2)CC(n2cnc([N+](=O)[O-])n2)(C4)C3)no1	-2	17	-2.9	1	0	9	6	5	-6
O=C(CC1S/C(=N/N=C/c2cccs2)NC1=O)Nc1ccc(Cl)c(Cl)c1 (centres undefined)	0	-9	2.6	-6	28*	26	18	11	9
O=S(=O)(c1ccccc1)N1CCCC1c1nc2ccccc2s1 (centres undefined)	2	17	0.2	-3	-1	20	-10	3	16
CCOCCCNc1nc2c(C)cccn2c(=O)c1/C=C1\SC(=S)N(CC(C)C)C1=O	2	20	0.5	-3	2	8	37	5	-5
Cc1ccc([N+](=O)[O-])cc1NC(=O)C1CCN(S(C)(=O)=O)CC1	-1	0	-0.1	-1	-2	-1	-12	4	8
CN(CC(=O)NCC1CCCO1)S(=O)(=O)c1cc(Cl)ccc1Cl (centres undefined)	0	12	-1.6	-2	0	14	2	-1	20
N/C(=N\OC(=O)Cc1cccs1)c1ccc(Br)cc1	3	-6	1.7	-2	-3	33	-8	23	16
CC(C)(CO)N1CCN(C(=S)Nc2ccccc2)CC1	-7	11	0.8	-4	2	9	-12	-1	14
CCOc1ccc(S(=O)(=O)N2CCN(C(=O)c3cc(S(=O)(=O)N4CCOCC4)ccc3C)CC2)cc1	-2	6	-0.6	-5	-1	9	16	3	-2
Nc1c(Cl)cc(C2=NCCn3nc4ccccc4c32)cc1Cl	7	11	-0.2	3	-2	34	12	25	31
CCCn1cc(S(=O)(=O)c2ccccc2)c(=O)c2cc(OCC)ccc21	-3	-2	0.1	1	0	-17	1	-6	-10
Nc1nonc1C(=O)NCCc1ccccc1	2	0	1.7	-4	1	4	-10	-6	17
O=C(Cc1c(F)cccc1Cl)N1CCOCC1	-3	9	0.3	1	0	3	-4	-3	6
COc1ccc(CCNC(=O)COc2ccc(S(=O)(=O)N3CCOCC3)cc2)cc1	-1	-8	0.2	-3	0	-2	19	0	-2
CCN(C(=O)c1cccnc1SC)C12CC3CC(CC(C3)C1)C2	2	28	-0.1	-1	-2	19	18	22	42
